Screens (PubChem BioAssay)
HTRA1 inhibitor: HTRA1 serine protease inhibitors, primary screen, biochemical, fluorescence polarization, HTS; Q92743; actives 0.5% (n = 340,000); AID 504803, 2011; inhibition, % at 5.96 µM; recombinant HTRA1, FP-rhodamine activity-based probe; in the data active = inhibition above about 36%;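 note: 0% = enzyme with DMSO and 100% = wells lacking enzyme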
Target sequence (Q92743 whole entry, looked up): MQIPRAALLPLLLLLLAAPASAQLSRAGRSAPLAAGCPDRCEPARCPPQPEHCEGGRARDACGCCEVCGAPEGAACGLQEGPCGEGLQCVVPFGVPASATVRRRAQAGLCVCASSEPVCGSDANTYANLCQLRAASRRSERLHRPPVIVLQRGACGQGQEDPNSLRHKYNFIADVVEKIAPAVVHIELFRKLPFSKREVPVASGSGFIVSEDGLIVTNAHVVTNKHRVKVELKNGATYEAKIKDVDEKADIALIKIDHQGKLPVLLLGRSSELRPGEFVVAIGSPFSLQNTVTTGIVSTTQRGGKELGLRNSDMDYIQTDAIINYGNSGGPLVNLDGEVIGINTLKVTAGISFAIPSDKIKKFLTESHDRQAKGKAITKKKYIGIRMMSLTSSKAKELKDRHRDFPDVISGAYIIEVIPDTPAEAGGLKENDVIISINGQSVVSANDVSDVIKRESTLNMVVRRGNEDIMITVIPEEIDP
NR1D1 modulator: modulators of Rev-erb alpha DNA binding, primary screen, biochemical, FITC-DNA, fluorescence polarization, uHTS; actives 0.79% (n = 370,000); Nuclear receptor subfamily 1 group D member 1 (Homo sapiens), P20393; Rev-erbα–FITC-DNA binding, 90 min; AID 1259318, 2017; activity, % at 10 µM;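 active = activity above about 14%, limit read from the data; passing the limit was not always enough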;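 note: 0% = DMSO wells with 35 nM protein and 100% = DMSO wells with 750 nM protein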
Target sequence (P20393 whole entry, looked up): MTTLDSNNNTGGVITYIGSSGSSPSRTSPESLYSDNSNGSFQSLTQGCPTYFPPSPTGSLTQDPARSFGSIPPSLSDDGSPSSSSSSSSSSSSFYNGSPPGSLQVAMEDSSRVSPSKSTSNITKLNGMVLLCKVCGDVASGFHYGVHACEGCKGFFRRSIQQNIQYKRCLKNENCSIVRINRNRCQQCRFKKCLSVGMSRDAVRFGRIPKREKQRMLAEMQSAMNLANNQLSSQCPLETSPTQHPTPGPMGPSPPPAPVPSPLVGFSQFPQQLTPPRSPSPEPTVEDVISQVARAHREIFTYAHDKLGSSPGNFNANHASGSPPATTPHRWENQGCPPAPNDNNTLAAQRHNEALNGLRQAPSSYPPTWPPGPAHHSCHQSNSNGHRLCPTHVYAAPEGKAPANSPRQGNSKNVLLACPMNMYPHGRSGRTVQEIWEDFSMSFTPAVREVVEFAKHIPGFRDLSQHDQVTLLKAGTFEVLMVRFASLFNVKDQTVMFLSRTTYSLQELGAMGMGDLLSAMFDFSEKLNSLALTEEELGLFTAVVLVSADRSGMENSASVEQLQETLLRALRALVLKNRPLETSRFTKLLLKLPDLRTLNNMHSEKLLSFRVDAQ
PRMT1 FP inh: PRMT1 methyltransferase inhibitors, primary screen, biochemical, fluorescence polarization; AID 652257, 2013; inhibition, % at 2.79 µM; Protein arginine N-methyltransferase 1 (Homo sapiens), Q99873; recombinant PRMT1, activity-based probe fluorescence polarization; actives 1.3% (n = 370,000);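 active = inhibition above about 21% made by adding two undisclosed values, limit read from the data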
MBD2 DNA inh: inhibitors of MBD2 binding to methylated DNA, primary screen, biochemical, TR-FRET, DNA-binding domain, human; Methyl-CpG-binding domain protein 2 (Homo sapiens), Q9UBB5; MBD2 binding to methylated oligonucleotide; inhibition, % at 4.4 µM; actives 0.31% (n = 370,000); AID 686964, 2013; in the data active = inhibition above about 13%
UHRF1 binding: UHRF1 methylated DNA binding inhibitors, primary screen, counter-screen for MBD2 inhibitor project, biochemical, TR-FRET, human UHRF1, single concentration; E3 ubiquitin-protein ligase UHRF1 (Homo sapiens), Q96T88; UHRF1 binding to methylated oligo; inhibition, % at 4.4 µM; actives 0.75% (n = 370,000); AID 687016, 2013; in the data active = inhibition above about 21%;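 note: UHRF1 SRA domain binding a hemimethylated CpG hairpin DNA probe; 0% = median of test compound wells and 100% = reference inhibitor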
ABHD4 inh: ABHD4 inhibitors, primary screen, biochemical, fluorescence polarization, mouse; purified mABHD4, FP-Rh probe fluorescence polarization; inhibition, % at 8.92 µM; actives 0.54% (n = 370,000);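 active = inhibition exceeding the mean over every tested compound plus 3 SD, cut at about 30% in these data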;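 note: 0% = plate median of compound wells and 100% = S159A mutant with DMSO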
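Assay system: mABHD4 protein; medium: HEPES pH 7.0, NaCl, Pluronic buffer; dosing: 8.92 µM, single dose; schedule: 45 min + 60 min at 25 °C; signal: FP readout, ex 525 nm / em 598 nm; read-out: normalized percent inhibition of probe labeling; repeats: single replicate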
PG9 Ab binder: binders of HIV-1 gp120 antibody PG9, primary screen, biochemical, TR-FRET; HIV-1 gp120 / PG9 antibody interaction; inhibition, % at 6.7 µM; TR-FRET gp120-PG9 antibody binding; actives 0.43% (n = 360,000); in the data active = inhibition above about 8.5%
rCAG RNA binder: binders of r(CAG) RNA repeats, primary screen, biochemical, fluorescence; r(CAG) RNA repeat, TO-PRO-1 dye displacement fluorescence; inhibition, % at 3 µM; actives 1.3% (n = 370,000); AID 651821, 2012;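 active = inhibition above the plate cutoff, the mean of all test compounds on that plate plus 3 SD, cut at about 35% in these data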;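 note: 0% = DMSO alone and 100% = 100 µM mitoxantrone as full dye displacement; higher means more dye released from RNA so lower well fluorescence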
TCR-CD3 inh: inhibitors of human TCR-CD3 interaction, primary screen, biochemical, fluorescence, TAMRA-labeled TCR probe. T-cell receptor (TCR). inhibition, % at 9.4 µM. actives 0.37% (n = 360,000). AID 651800, 2012; in the data active = inhibition above about 19%;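 note: recombinant mutant TCR 2C K166C tagged with TAMRA read by polarization; 0% = receptor in buffer alone and 100% = receptor with positive control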
LEDGF integ inh: blockers of LEDGF/p75-dependent integrase strand transfer – biochemical, TR-FRET, high throughput, primary screen; TR-FRET IN-LEDGF/p75 DNA integration, Eu/Cy5; inhibition, % at 3.7 µM; actives 0.64% (n = 370,000); AID 743269, 2014;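 active = inhibition above the screen-wide mean plus 3 SD, cut at about 13% in these data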;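 note: signal is the Cy5 over europium emission ratio at 671 and 618 nm; 0% = plate median of compound wells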
Numbers without * were called inactive; x = not tested or not shown; & = joins results of further samples.

SMILES	HTRA1 inhibitor	NR1D1 modulator	PRMT1 FP inh	MBD2 DNA inh	UHRF1 binding	ABHD4 inh	PG9 Ab binder	rCAG RNA binder	TCR-CD3 inh	LEDGF integ inh
CC1(C(=O)NCC2CC2)Cc2c(-c3cccc(C(F)(F)F)c3)ccnc2O1 (stereo unspecified)	x	12	-6	-4	-5	0	2.3	16	3	4
Cc1ccc(-n2c(CCC(=O)O)ccc2-c2cccs2)cc1	2	9	12	13	-3	-8	-1.1	11	-5	-1
Clc1ccc(-c2nnc(-c3ccccc3)c(-c3ccccc3)n2)cc1	-1	-2	2	-6	-1	2	0.0	3	-6	1
Cc1nn2c(CN(C(=O)CN3CCOCC3)c3ccccc3)nnc2c2ccccc12	6	-3	-3	-3	-6	4	1.0	-6	1	3
COc1ccc(Cn2ccc3ccc(-c4ccc5ccn(C(=O)c6ccccc6OC)c5c4)cc32)cc1	x	71*	-2	-1	-5	-6	x	15	x	3
Cc1cc2n(n1)SC(Nc1ccc(F)c(Cl)c1)N2 (stereo unspecified)	-10	2	11	0	0	-6	-0.5	8	3	-3
COc1ccc2c(c1)CCc1c(C(=O)N3CC4(C)CC3CC(C)(C)C4)noc1-2 (stereo unspecified)	-42	8	21	3	7	4	0.4	0	1	-6
O=C(CCSc1ccccc1)Nc1nnc(-c2ccccc2)o1	-1	-8	-3	2	-1	-2	0.5	8	-1	16*
CCOc1ccc(CCN2C(=O)C3C4C=CC(C4)C3C2=O)cc1OCC (stereo unspecified)	-7	4	-4	-2	1	-4	1.4	-5	0	-2
Cn1nnc2ccccc2c1=O	5	-1	3	-2	5	5	-1.9	-2	1	-3
COc1cc(OC)c(C(=O)c2ccccc2[N+](=O)[O-])c(OC)c1	5	-2	-4	-1	3	-3	-1.1	2	-5	1
COc1ccc(C2Nc3ccccc3C(=O)N2NS(C)(=O)=O)cc1 (stereo unspecified)	4	-5	4	0	-5	-1	-2.0	-2	4	5
Cc1ccc(OCCC(=O)Nc2cc(S(=O)(=O)N3CCOCC3)ccc2N2CCCC2)cc1	7	1	2	5	1	-3	0.5	4	-5	-2
O=C(Cn1cc(C(=O)COc2ccccc2)c2ccccc21)NCc1ccco1	-17	3	2	-2	2	-8	0.8	8	-4	0
CCOc1ncccc1C(=O)Nc1cccc(-c2nc3cccnc3s2)c1	-20	17	7	4	1	-1	1.3	0	-12	0
COc1ccc(-c2nn(CCC#N)cc2/C=N/O)cc1	-5	-8	-2	-1	0	-1	-0.8	2	1	1
Nc1nc(N)nc(-c2cc(F)ccc2O)n1	0	5	1	-4	-1	1	-0.7	2	3	1
Cc1cnc(CNC(=O)c2ccc3oc(C(C)C)nc3c2)[nH]1	2	-5	-3	-1	-1	6	-0.1	-6	-7	-1
COc1ccc(CCNC(=O)C2CCCN(S(C)(=O)=O)C2)cc1 (stereo unspecified)	-6	4	-2	2	-1	-5	-0.8	-1	-3	-3
CCCC(=O)Nc1cc(C(F)(F)F)ccc1N1CCOCC1	8	-5	-2	-3	-4	-7	0.1	-2	4	-2
CC(C)NC(=NCc1ccc(Cl)cc1Cl)Nc1ccccc1	19	1	-2	2	-2	-2	-1.6	2	5	4
C/C(=N\NC(=O)CN(c1ccccc1Br)S(C)(=O)=O)c1ccc2c(c1)OCCO2	1	-3	1	-1	1	1	-1.3	6	-6	-4
NC(=O)c1c(N)[nH]c(C(=O)c2ccccc2)c1-c1ccccc1C(F)(F)F	x	0	-1	2	0	2	x	x	x	-2
Cc1ccc(CSc2n[nH]c(N)n2)cc1	-1	-3	-1	-4	-1	-1	-0.4	-1	-2	1
Cc1ccc(/C=N/NC(=O)C(=O)N/N=C/c2ccc(C)o2)o1	-2	3	1	-5	-4	3	-0.2	2	3	1
COc1ccc(CCNC(=O)CSC2=NS(=O)(=O)c3cc(Cl)ccc3N2)cc1OC	2	3	-2	-3	0	-7	0.7	29	10	3
CCCC(c1nnnn1Cc1ccco1)N1CCN(C(=O)c2ccco2)CC1 (stereo unspecified)	-5	1	-2	3	-1	0	2.0	-3	-4	2
Cc1ccc2nc3c(nc2c1C)CCCC3	7	7	-3	-1	3	6	-3.0	-2	0	1
Cc1cc(Br)c2nc(-c3ccccc3)c(Cc3cccc(Cl)c3)n2c1	x	27*	-4	1	10	-13	8.2	10	-1	1
CCOC(=O)c1nnn(-c2nonc2-n2cccc2)c1CN1CCC(C(=O)OCC)CC1	-7	1	0	8	4	-10	1.7	-1	0	-2
O=C(NCCCN1CCCCC1)C1CCC(CNS(=O)(=O)c2cccc3nsnc23)CC1 (stereo unspecified)	1	0	-5	0	-2	0	-1.1	2	1	4
O=c1c2ccccc2c2ccccc2c(=O)n1Cc1cccnc1	-1	8	-1	-2	2	0	-0.2	-4	1	-3
O=C(NC(=Nc1ccccc1)N1CCOCC1)Nc1ccccc1	0	x	-4	4	1	8	-2.5	-4	-3	-2
O=C(CNCc1ccc(Cl)cc1)Nc1cccc(C(=O)O)c1	x	-3	2	2	0	-2	-0.3	4	6	-3
Cc1cc(C)nc(NC(N)=NC(C)c2ccccc2)n1 (stereo unspecified)	x	-3	-1	-1	3	9	-1.1	14	-4	-5
Cc1ccc(N(CCC(=O)NC(C)(C)C)S(=O)(=O)c2ccc(C)cc2)cc1	-1	-5	-2	2	4	-5	-1.0	-1	-4	8
O=C(CNC(=O)c1ccccc1)OCc1ccc([N+](=O)[O-])cc1	-7	8	4	-7	-2	3	-2.4	-1	5	2
CC(=O)N1CCc2cc(S(=O)(=O)NCCC(=O)NCc3ccccc3)ccc21	x	-5	-1	-5	-2	5	x	7	x	0
Cc1ccc(-c2ocnc2C(=O)Nc2ccccc2C(=O)N2CCCC2)cc1	-13	5	4	2	1	2	-2.3	1	0	-5
COc1ccc(C(O)c2nc(-c3ccc(F)c(Cl)c3)cs2)cc1 (stereo unspecified)	x	2	-1	3	-2	-26	2.7	4	7	-2

A few values from the entries so far:
Cc1ccc(/C=N/NC(=O)C(=O)N/N=C/c2ccc(C)o2)o1 in HTRA1 inhibitor reads -2
COc1ccc(CCNC(=O)CSC2=NS(=O)(=O)c3cc(Cl)ccc3N2)cc1OC in UHRF1 binding reads 0
Cc1cc(Br)c2nc(-c3ccccc3)c(Cc3cccc(Cl)c3)n2c1 in PRMT1 FP inh reads -4

Among those listed so far, these contain an aryl thioether with sulfur outside any ring:
SMILES	HTRA1 inhibitor	NR1D1 modulator	PRMT1 FP inh	MBD2 DNA inh	UHRF1 binding	ABHD4 inh	PG9 Ab binder	rCAG RNA binder	TCR-CD3 inh	LEDGF integ inh
O=C(CCSc1ccccc1)Nc1nnc(-c2ccccc2)o1	-1	-8	-3	2	-1	-2	0.5	8	-1	16*
Cc1ccc(CSc2n[nH]c(N)n2)cc1	-1	-3	-1	-4	-1	-1	-0.4	-1	-2	1

Going on with the list:
SMILES	HTRA1 inhibitor	NR1D1 modulator	PRMT1 FP inh	MBD2 DNA inh	UHRF1 binding	ABHD4 inh	PG9 Ab binder	rCAG RNA binder	TCR-CD3 inh	LEDGF integ inh
C[C@H]1[C@H](c2ccccc2)C[C@@H](C(=O)O)C1(C)C	8	1	-3	-1	-2	-4	-0.1	2	7	4
CCCCCCCCN1[C@@H](CC(=O)O)c2cc(F)ccc2S1(=O)=O	-4	-3	0	-6	-4	1	0.5	17	11	1
O=C(CSc1nnc(-c2ccccc2)o1)N1CCOCC1	2	1	3	3	3	3	0.6	3	-6	2
CCc1cc2ccc(C)c(C)c2nc1SCC(=O)NNC(=O)c1ccco1	-22	-5	1	1	-3	-8	0.4	4	4	-1
Cc1ccc(OCC(=O)N/N=C2\CCOc3c(C)cccc32)cc1	-7	3	-5	0	2	8	-0.9	-2	-2	-3
COc1ccc(C#Cc2cccc(-c3nc(C(=O)N4CCN(C)CC4)cc4c3[C@H](CCO)N(S(=O)C(C)(C)C)C4)c2)cc1OC (stereo partly specified)	x	-2	-1	-3	-2	-11	-1.9	4	2	-4
CCOc1ccc(S(=O)(=O)Nc2nc3ccccc3nc2Cl)cc1	3	-2	1	-7	-1	5	3.6	15	3	4
Cc1cc(C)c(OCC(=O)NCC(C)(C)N2CCOCC2)c(C)c1	1	3	0	0	-1	7	0.3	-14	0	-3
COc1ccc(CC(=O)N/N=C/c2ccc(-c3ccc(F)cc3)o2)cc1OC	-5	-5	0	-3	-1	-3	-2.6	-4	-1	-3
Cc1ccc2nc(SCC(=O)NCc3ccco3)[nH]c2c1	-11	-3	10	1	6	5	-0.8	12	1	1
C/C(=N\NC(=O)c1cccnc1)c1cccc([N+](=O)[O-])c1	-2	-1	-3	1	-3	6	-2.8	-2	0	2
CCN(CC)CCCNC(=O)c1ccc(Cl)c(S(=O)(=O)Nc2ccccc2OC)c1	0	1	11	3	1	-2	0.3	4	-4	-3
COc1ccc(CN(C)C(C)C(=O)Nc2ccc(S(=O)(=O)N3CCOCC3)cc2)c(OC)c1 (stereo unspecified)	8	-4	1	2	3	2	-1.5	-2	-7	-1
COc1cccc(C(=O)Nc2nnc(-c3ccccc3)s2)c1	5	13	0	-4	-3	-5	5.2	-3	3	2
Cc1cccc(NC(=O)c2nc[nH]c2C(=O)N[C@@H](C)c2ccccc2)c1	-56	5	0	5	-1	-52	-1.2	6	-2	3
CC(NC(=O)Cc1ccc(S(=O)(=O)N2CCOCC2)s1)c1ccc(Cl)c(Cl)c1 (stereo unspecified)	-7	3	4	-1	-2	-3	0.2	3	5	2
O=C(Nc1nc(-c2ccncc2)cs1)C1c2ccccc2Oc2ccccc21	-59	-3	-4	-6	-7	-36	-0.1	16	-1	1
COC(=O)CCC(=O)c1oc2ccccc2c1NC(=O)CCCN1C(=O)c2ccccc2C1=O	8	14	2	6	6	-5	-0.5	4	-5	0
CC1CC(C)CN(C(=O)c2cc3cc(Br)cc(Br)c3o2)C1 (stereo unspecified)	-18	1	1	3	47*	-3	-1.1	0	-6	-6
CCC(ONc1ccccc1C(F)(F)F)(C(=O)NN(C)C)c1ccccc1 (stereo unspecified)	17	1	11	-3	3	13	-0.2	11	0	-3
CCOC(=O)c1nn(-c2ccccc2F)c(-c2ccccc2)c1C(=O)c1ccccc1	-8	5	-1	1	-1	4	1.1	-5	4	1
Nc1ccc(S(=O)(=O)N2CCc3ccccc32)cc1	-3	5	-1	2	-4	-4	0.6	2	9	4
Nc1c(C(=O)Nc2ccccc2)c2nc3ccccc3nc2n1CCCN1CCOCC1	-18	7	-6	-4	-4	-5	-2.5	8	4	-1
NC(=O)C1CCN(c2ncnc3c(-c4ccccc4)nsc23)CC1	3	1	-2	-4	-1	0	-0.6	1	1	0
Nc1ccc(C(=O)NCC(=O)O)cc1	5	2&-2	8	2	0	0	-1.5	0	2	-9
O=S(=O)(NC1CCCCC1)c1cccc2nsnc12	2	4	0	-4	-1	2	0.0	0	2	2
CCCCC(O)(CCCC)C(=O)NN(C(=O)OCC)c1ccccc1	4	2	1	-2	1	2	2.4	-3	-6	1

Not all compounds are listed. The share of hits here may be higher or lower than overall.
